APJ antagonist: APJ receptor antagonism; CHO-K1 APJ beta-arrestin complementation, luminescence; P35414; inhibition, % at 20 µM; hit rate 0.32% among 330,000;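 active means inhibition above about 40% at 20 µM, limit read from the data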;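 further: cells challenged with 10 nM apelin-13 agonist together with compound; plate controls were apelin-13 plus DMSO wells for no effect and DMSO wells lacking apelin-13 for full effect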
Target sequence (P35414 whole entry, looked up): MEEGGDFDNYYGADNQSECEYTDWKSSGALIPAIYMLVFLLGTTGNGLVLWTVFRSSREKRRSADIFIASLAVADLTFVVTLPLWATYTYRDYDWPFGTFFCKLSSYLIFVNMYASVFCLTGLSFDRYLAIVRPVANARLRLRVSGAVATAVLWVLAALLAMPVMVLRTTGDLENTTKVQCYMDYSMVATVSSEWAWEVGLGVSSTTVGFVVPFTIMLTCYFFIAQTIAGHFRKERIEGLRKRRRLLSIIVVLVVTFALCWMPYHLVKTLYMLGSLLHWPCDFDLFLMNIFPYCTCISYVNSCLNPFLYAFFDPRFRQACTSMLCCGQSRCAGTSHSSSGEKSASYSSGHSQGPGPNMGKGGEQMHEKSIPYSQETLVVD
APJ ag: activates the human apelin receptor APJ | P35414 | hit rate 0.11% among 330,000 | CHO-K1 APJ PathHunter beta-arrestin, luminescence; 0% DMSO wells, 100% apelin | activation, % at 20 µM;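 active means activation more than six SD over the plate average, tested at 20 µM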;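 further: 0% = DMSO alone and 100% = apelin-13 at 10 nM; some results filed as inactive read as strong as hits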
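system = engineered CHO-K1 APJ arrestin reporter cells | input = 1000 cells per well | timing = overnight seeding, 90 min compound at 25 °C, 1 h detection | measured by = enzyme-fragment complementation luminescence | read-out = beta-arrestin recruitment to APJ as agonist activity, luminescent signal | control set = negative DMSO alone, positive Apelin-13 at 10 nM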
CXCR6 block: blocks human CXCR6 beta-arrestin recruitment; CHO-K1 PathHunter CXCR6 beta-arrestin, luminescence; O00574; inhibition, % at 20 µM; hit rate 0.36% among 360,000; in the data active means inhibition above about 34%, passing the limit was not always enough;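 further: antagonist mode with CXCL16 agonist at 10 nM final; 0% = 10 nM CXCL16 with DMSO and 100% = unstimulated wells without agonist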
Target sequence (O00574 whole entry, looked up): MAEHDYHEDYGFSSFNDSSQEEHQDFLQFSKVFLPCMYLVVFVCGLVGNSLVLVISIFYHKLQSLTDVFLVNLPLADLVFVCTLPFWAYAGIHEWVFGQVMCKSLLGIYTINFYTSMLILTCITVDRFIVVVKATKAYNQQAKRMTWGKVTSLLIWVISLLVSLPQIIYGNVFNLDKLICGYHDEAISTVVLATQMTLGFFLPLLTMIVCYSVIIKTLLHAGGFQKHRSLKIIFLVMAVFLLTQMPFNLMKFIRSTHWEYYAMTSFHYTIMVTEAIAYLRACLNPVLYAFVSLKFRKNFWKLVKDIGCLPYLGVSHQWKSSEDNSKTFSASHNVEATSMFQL
XBP1 UPR activ: adaptive UPR (XBP1) activation; CHO-XBP1 luciferase reporter, IRE1-XBP1 UPR activation, luminescence; percent of tunicamycin response, DMSO as zero; activation, % at 20 µM; hit rate 0.33% among 330,000;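 active means versus positive control, 20 µM dose yields 30% or more activation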;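 further: 100% = tunicamycin at 10 µg/mL and 0% = DMSO only wells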
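Material: CHO-XBP1 cells stably carrying IRE1-XBP1-driven luciferase reporter | Medium: F12 with 10% serum | Compound dosing: 20 µM single concentration, DMSO 1% | Incubation: Overnight seeding at 37 °C, 6 h compound treatment at 37 °C | Detection: Steady-Glo luminescence read | Read-out basis: % activation of reporter signal versus tunicamycin and DMSO controls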
UPR CHOP act: apoptotic UPR (CHOP) activation | CHO-CHOP luciferase reporter, luminescence; percent of tunicamycin response over DMSO baseline | activation, % at 10 µM | hit rate 0.34% among 330,000;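 active means at 10 µM dose, activation of 40% or more, normalized to positive control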;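 further: 100% = tunicamycin at 10 µg/mL and 0% = DMSO alone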
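Evaluation: % reporter activation, DMSO baseline versus tunicamycin full activation; System: CHO-CHOP luciferase reporter cell line; Input: 500 cells/well; Incubation: 6 h compound treatment, 37 °C; Measured by: Steady-Glo luciferase luminescence; Dosing: one dose, 10 µM in 0.5% DMSO; Buffer or medium: F12 medium, 10% FBS; Benchmarks: positive tunicamycin 10 µg/mL, negative DMSO alone.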
TIM10 inh: growth inhibitors of TIM10 yeast strain; S. cerevisiae TIM10 strain growth, BacTiter-Glo luminescence, 24 h; inhibition, % at 10 µM; hit rate 1.4% among 330,000;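 active means inhibition of 40% or more at the single tested concentration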;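 further: wild-type TIM10 isogenic control strain grown at permissive 25 °C; 0% = DMSO yeast wells and 100% = minimal medium wells without yeast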
tim10-1 inh: inhibits growth of tim10-1 mutant yeast; hit rate 2.2% among 330,000; inhibition, % at 20 µM; AID 463190; S. cerevisiae tim10-1 ts strain growth, BacTiter-Glo, 24 h;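 active means inhibition of at least 40%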;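 further: mutant grown at 25 °C; 0% = DMSO wells with yeast and 100% = wells holding no yeast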
Mdm2-MdmX inh: disrupts the human Mdm2-MdmX interaction. O15151+Q00987. SaOS-2 split-luciferase Mdm2/MdmX complementation, luminescence. inhibition, % at 8 µM. hit rate 3% among 330,000. AID 485346;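 active means inhibition of at least 50% at 8 µM in the primary screen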
tim23-1 inh: inhibits growth of tim23-1 mutant yeast | S. cerevisiae tim23-1 growth, BacTiter-Glo luminescence, 24 h | inhibition, % at 20 µM | hit rate 1.3% among 330,000 | AID 463212;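 active means growth inhibition of the mutant yeast at or above 50%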;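 further: temperature-sensitive mutant grown at 25 °C; plate controls were DMSO-treated mutant yeast for no effect and medium wells lacking yeast for full effect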
An asterisk follows results filed as active. An excerpt. The share of hits here may be higher or lower than overall.

SMILES	APJ antagonist	APJ ag	CXCR6 block	XBP1 UPR activ	UPR CHOP act	TIM10 inh	tim10-1 inh	Mdm2-MdmX inh	tim23-1 inh
CC1CN(C(=O)CCC(=O)NCc2ccccn2)c2ccccc2O1 (stereo not given)	8	-3	4	-1	-1.7	-4	-29	25	-11
Cc1ccc(S(=O)(=O)NC2CCCC2)cc1C	6	-2	-8	2	-0.6	-1	33	-6	19
COc1cc(/C=N/NC(=O)c2ccc(Cl)cc2)ccc1OCC(=O)N1CC(C)OC(C)C1 (stereo not given)	17	-2	-2	-3	1.2	6	16	8	-5
O=C(CO/N=C/c1ccccc1)N1c2ccccc2Oc2ccccc21	-12	1	5	-2	0.4	22	21	21	-4
CCC(C)(C)c1ccc(OCCCC[n+]2ccccc2)c(C(C)(C)CC)c1	28	-4	-10	0	-0.5	-120	46*	84*	30
OCCN(CCO)c1nc2ccccc2[nH]1	-18	-2	2	-1	0.5	-14	-12	-26	2
C=C(Br)CN1CCN(CC(=C)Br)CC1	4	-3	0	3	1.8	12	11	10	9
NC(=O)c1cc(S(=O)(=O)N2CCN(c3ccc([N+](=O)[O-])cc3)CC2)cs1	7	4	4	-5	2.8	-5	12	22	5
C=CCn1c(SCC(=O)c2ccc(CNC(C)=O)o2)nc2scc(C3CC3)c2c1=O	-1	-1	9	-1	0.6	27	22	-15	13
CCN(CC)C(=O)c1csc(Nc2ccc(C)cc2)n1	10	-3	-7	1	1.5	12	27	19	30
O=C1C(Cc2ccccc2)Nc2ncnc(N3CCN(c4ccccc4)CC3)c2N1Cc1ccc(Br)cc1 (stereo not given)	82*	-12	74*	4	2.2	17	14	22	27
CC1CCC2(CC1)NC(=O)N(NC(=O)CCc1c[nH]c3ccccc13)C2=O (stereo not given)	-3	1	-2	-1	-0.7	5	13	14	0
Cc1ccc(NC(=O)CN2CCCCC2)c2c1CC(C)(C)O2	1	-5	0	-1	-0.8	6	8	17	5
CCN(C1CCCCC1)S(=O)(=O)CCNC(=O)c1ccc2c(c1)OCO2	8	-6	3	-1	0.1	-5	15	3	15
Cc1nccc(-c2cc(-c3ccc(Cl)cc3Cl)no2)n1	19	-2	2	3	8.1	10	12	-47	14
Cc1nc(C)n(CC(O)COc2ccc3cc(Br)ccc3c2)n1 (stereo not given)	-2	0	2	1	0.0	24	14	7	7
CN(CC(=O)Nc1ccc(N2CCOCC2)cc1)C(=O)c1cc(S(=O)(=O)N(C)C)ccc1Cl	-2	5	1	1	3.0	0	-1	-10	-3
COc1ccccc1OCCCn1c(C)c(C#N)c2ccccc21	14	-6	-5	13	-1.6	15	25	-10	20
COc1cc(O)c2c(=O)cc(-c3ccccc3)oc2c1	4	-5	1	1	4.0	-3	-12	-4	16
Cc1ccc(C)n1-c1nc(=S)[nH][nH]1	-18	-3	-9	0	-1.0	0	5	12	3
COC(=O)N/N=C/c1cc(C)n(-c2ccccc2)c1C	-5	-3	-4	4	5.6	8	24	-1	7
COc1ccc(Br)c(/C=N/NC(=O)COc2ccc(-c3ccccc3)cc2)c1	30	1	-1	-2	0.6	34	24	8	12
COc1ccc(CN(C)CC(=O)Nc2ccccc2C(=O)NC2CC2)cc1F	0	-3	0	-2	-1.0	7	4	-5	6
COc1ccc(C(=O)N/N=C/c2ccc(SC)cc2)cc1	-5	-2	10	2	2.1	30	-12	-10	11
N#CCC(=O)Nc1ccc(C(=O)NCC(c2ccco2)N2CCCCC2)cc1 (stereo not given)	-6	-3	2	-2	-0.1	8	5	21	-4
CSC1=N/C(=C\c2ccccc2F)C(=O)S1	23	-5	-3	2	-1.4	12	21	11	52*
O=S(=O)(c1ccc(NC(=S)NCCc2ccccc2)cc1)N1CCOCC1	-11	0	10	-1	0.0	-3	12	-17	7
COc1ccc(CNC(=O)c2cc(-c3cccs3)on2)cc1	-16	-3	7	-4	0.5	-10	-15	-36	16
CS(=O)(=O)Nc1ccc(C2=NN(S(=O)(=O)c3ccc(F)cc3)C(c3ccco3)C2)cc1 (stereo not given)	0	-2	3	0	-0.6	19	7	28	7
CCOC(=O)C(Cc1ccccc1)(Cc1ccccc1)C(C)=O	26	-3	-5	-2	3.1	-16	-35	-7	-9
O=C(CSc1ccccc1C(=O)O)NCc1ccco1	-3	-3	6	-4	-0.5	0	-5	-5	9
Cc1cc(C)nc(N/N=C/c2c[nH]c3ccccc23)n1	5	0	13	-1	1.0	-14	-14	19	-7
Cc1sc2c(c1C)C(=O)/C(=C\Nc1ccncc1)S(=O)(=O)N2C	11	-2	-3	1	-0.3	19	11	-12	13
COc1ccc(NC(=O)CSCC(=O)Nc2ccc(S(=O)(=O)N3CCOCC3)cc2)cc1	-28	-3	-2	-1	-0.3	-1	9	-19	6
Cc1ccc(CNC(=O)[C@@H](NC(=O)C2CCN(C(=O)[C@@H](N)CC(C)C)CC2)C(C)C)cc1	-35	-3	6	0	1.1	-2	9	-4	7
COc1ccc(-c2nc(N)n(C(=O)c3ccccc3Cl)n2)cc1	17	-4	10	-1	-1.1	14	-1	20	25
COc1ccc(COC(=O)c2cccc(S(=O)(=O)N3CCN(C(C)=O)CC3)c2)cc1	10	6	-8	-1	-1.1	11	26	19	15
CC[C@H](C)[C@@H](C(=O)N1CCNCC1)n1cc([C@@H](N)CC(C)C)nn1	3	5	1	-1	1.3	-11	2	-5	13
CCc1c(O)nc(SCC(=O)Nc2ccccc2)n(C(C)CC)c1=O (stereo not given)	-8	-2	-6	-4	-0.2	-10	3	17	4
CCOc1ccc(CN2CCN(C(=O)c3cccc4ccccc34)CC2)cc1	8	-2	9	-3	4.0	1	30	15	26
CSCc1c(C(=O)Nc2ccc(N3CCOCC3)cc2)oc2ccccc12	21	2	-8	-2	1.5	6	0	20	5
CCn1c(NC(=O)c2cccs2)c(-c2cccs2)c(=O)c2ccccc21	-1	0	0	0	-0.1	8	21	-18	24
CCN1C(=O)[C@H]2[C@@H](c3ccc(-c4ccc(OC)cc4)cc3)N[C@@](CC(C)C)(C(=O)OC)[C@H]2C1=O	-4	7	6	-1	0.4	17	9	-14	13
CCNC(=S)NNC(=O)CCn1c2ccccc2c2ccccc21	26	2	-4	-3	3.7	15	16	-5	10
Cc1ccc(NC(=O)CNC(=O)c2sc3ccccc3c2Cl)nc1	6	6	1	0	3.6	-5	-14	-13	-7
Cn1cc(CC(=O)NCCCN2CCCC2)c2ccccc21	-8	1	0	-2	-0.4	0	2	-3	-4
Cc1cccc(NC(=S)N(CCN(C)C)C(C)c2ccccn2)c1 (stereo not given)	2	-4	-6	-2	-1.6	-14	19	15	12
CC(=O)Nc1ccc(NC(=O)C2CCCN2C(=O)NC2CCCCC2)cc1 (stereo not given)	9	-2	-1	-4	-0.1	4	-27	9	1
O=C(O)/C=C/c1cn(-c2ccccc2)nc1-c1cc2ccccc2o1	-3	-1	1	0	4.5	-20	13	-18	42
N#C/C(=C\c1ccccc1)C(=O)Nc1cc(S(=O)(=O)N2CCOCC2)ccc1N1CCCC1	4	7	0	0	2.3	49*	52*	0	49
O=C(Nc1ccc(O)cc1)C1CCCN1S(=O)(=O)c1ccc(F)cc1 (stereo not given)	15	-4	-2	2	-1.0	-5	5	0	11
COC(=O)C(Cc1ccc(O)cc1)NC(=O)CCNC(=O)c1ccco1 (stereo not given)	3	0	-7	-1	1.1	6	-13	7	2
CN(C)c1ccc(CNn2cnnc2)cc1	-13	5	6	-1	-1.4	-2	5	11	4
CCS(=O)(=O)N1CCCC(C(=O)NCc2cccc(OC)c2)C1 (stereo not given)	12	-2	6	-3	-1.1	1	4	-2	6

In another format: entries from further up.
Second line of a record – APJ antagonist	APJ ag	CXCR6 block	XBP1 UPR activ	UPR CHOP act	TIM10 inh	tim10-1 inh	Mdm2-MdmX inh	tim23-1 inh
O=C1C(Cc2ccccc2)Nc2ncnc(N3CCN(c4ccccc4)CC3)c2N1Cc1ccc(Br)cc1 (stereo not given)
    82*	-12	74*	4	2.2	17	14	22	27
Cc1nccc(-c2cc(-c3ccc(Cl)cc3Cl)no2)n1
    19	-2	2	3	8.1	10	12	-47	14

13 entries from above in a different format.
Every second line gives: APJ antagonist, APJ ag, CXCR6 block, XBP1 UPR activ, UPR CHOP act, TIM10 inh, tim10-1 inh, Mdm2-MdmX inh, tim23-1 inh
CCOc1ccc(CN2CCN(C(=O)c3cccc4ccccc34)CC2)cc1
    8, -2, 9, -3, 4.0, 1, 30, 15, 26
CSCc1c(C(=O)Nc2ccc(N3CCOCC3)cc2)oc2ccccc12
    21, 2, -8, -2, 1.5, 6, 0, 20, 5
CCn1c(NC(=O)c2cccs2)c(-c2cccs2)c(=O)c2ccccc21
    -1, 0, 0, 0, -0.1, 8, 21, -18, 24
CCN1C(=O)[C@H]2[C@@H](c3ccc(-c4ccc(OC)cc4)cc3)N[C@@](CC(C)C)(C(=O)OC)[C@H]2C1=O
    -4, 7, 6, -1, 0.4, 17, 9, -14, 13
CCNC(=S)NNC(=O)CCn1c2ccccc2c2ccccc21
    26, 2, -4, -3, 3.7, 15, 16, -5, 10
Cc1ccc(NC(=O)CNC(=O)c2sc3ccccc3c2Cl)nc1
    6, 6, 1, 0, 3.6, -5, -14, -13, -7
Cn1cc(CC(=O)NCCCN2CCCC2)c2ccccc21
    -8, 1, 0, -2, -0.4, 0, 2, -3, -4
Cc1cccc(NC(=S)N(CCN(C)C)C(C)c2ccccn2)c1 (stereo not given)
    2, -4, -6, -2, -1.6, -14, 19, 15, 12
CC(=O)Nc1ccc(NC(=O)C2CCCN2C(=O)NC2CCCCC2)cc1 (stereo not given)
    9, -2, -1, -4, -0.1, 4, -27, 9, 1
O=C(O)/C=C/c1cn(-c2ccccc2)nc1-c1cc2ccccc2o1
    -3, -1, 1, 0, 4.5, -20, 13, -18, 42
N#C/C(=C\c1ccccc1)C(=O)Nc1cc(S(=O)(=O)N2CCOCC2)ccc1N1CCCC1
    4, 7, 0, 0, 2.3, 49*, 52*, 0, 49
O=C(Nc1ccc(O)cc1)C1CCCN1S(=O)(=O)c1ccc(F)cc1 (stereo not given)
    15, -4, -2, 2, -1.0, -5, 5, 0, 11
COC(=O)C(Cc1ccc(O)cc1)NC(=O)CCNC(=O)c1ccco1 (stereo not given)
    3, 0, -7, -1, 1.1, 6, -13, 7, 2

Bioassay records from PubChem BioAssay.
